MsrA inh: bovine MsrA inhibition. inhibition, % at 15.5 µM. purified bovine MsrA, absorbance read-out. hit rate 0.75% among 360,000. AID 651718; in the data active = inhibition above about 4.5%;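 also: 0% = vehicle wells with enzyme and 100% = reference inhibitor wells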
CSN inh: inhibitors of human CSN-mediated cullin deneddylation; AID 651999; Purified CSN, SCF-Nedd8-OG deneddylation, fluorescence polarization; inhibition, % at 12.5 µM; hit rate 0.38% among 360,000;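 active = pattern-corrected inhibition above about 35%, with an unprinted fluorescence ratio check between 0.5 and 1.5, limit read from the data, passing the limit was not always enough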;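 also: 0% = enzyme with substrate and 100% = substrate without enzyme; some results filed as inactive read as strong as hits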
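assay system = purified human Csn5 enzyme expressed in HEK293T cells | amount = 0.24 nM enzyme | buffer or medium = Tris/NaCl/DTT buffer, pH 7.5 | reagent = 10 nM SCFSkp2-Nedd8OG | compound = one concentration, 12.5 µM, 0.25% DMSO | times = 90 min reaction at room temperature | signal = FP | read-out basis = % inhibition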
FAS-TE inh: FAS thioesterase (human) inhibition | AID 602261 | hit rate 0.67% among 360,000 | recombinant FAS-TE, OMFH fluorogenic substrate, fluorescence endpoint | inhibition, % at 15 µM;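 active = compounds whose normalised, plate-corrected inhibition of enzyme fluorescence in the single-dose primary screen is 50% or more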;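 also: 0% = DMSO with enzyme and 100% = substrate without enzyme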
Rpn11 inh: inhibitors of human proteasome Rpn11 | human 26S proteasome, Ub4-pepOG fluorescence polarization; 20S core pre-blocked with epoxomicin | calls only at 20 µM | hit rate 0.59% among 360,000 | O00487;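 active = inhibition at 20 µM, scaled to each plate's controls, above about 33%, limit read from the data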
Target sequence (O00487 whole entry, looked up): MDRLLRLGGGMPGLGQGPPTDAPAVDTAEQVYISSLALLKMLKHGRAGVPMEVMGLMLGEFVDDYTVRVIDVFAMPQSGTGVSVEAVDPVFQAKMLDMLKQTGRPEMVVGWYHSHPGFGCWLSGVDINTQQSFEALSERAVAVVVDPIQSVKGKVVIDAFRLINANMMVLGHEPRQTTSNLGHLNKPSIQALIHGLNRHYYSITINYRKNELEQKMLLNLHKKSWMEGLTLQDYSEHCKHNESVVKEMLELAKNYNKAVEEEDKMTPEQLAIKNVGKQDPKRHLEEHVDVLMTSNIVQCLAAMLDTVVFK
E coli Lon inh: E. coli protease La inhibition | P0A9M0 | purified E. coli Lon protease, fluorescence polarization | inhibition, % at 7.94 µM | hit rate 0.42% among 360,000 | AID 602123; in the data active = inhibition above about 13%, passing the limit was not always enough;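 also: 0% = enzyme with probe and DMSO and 100% = no enzyme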
Rin1-Abl PPI inh: human Rin1-Abl interaction inhibition | P00519+Q13671 | TR-FRET Rin1/Abl binding, biochemical | inhibition, % at 7.35 µM | hit rate 0.4% among 360,000 | AID 588664; in the data active = inhibition above about 5%, passing the limit was not always enough
MT1-MMP act inh: MT1-MMP (human) activation inhibition; HT1080 RFP-PRO-GFP cells, GFP/RFP ratio fluorescence, overnight; percent of plate control window, DMSO zero; GFP/RFP ratio change, % at 20 µM; hit rate 0.061% among 360,000; AID 651647;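 active = GFP/RFP ratio change of at least 30% with cell ATP level not reduced by more than half and red fluorescence within 50% of control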; also: strong numbers were not always called active
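Assay system: HT1080 RFP-PRO-GFP cells | Dosing: 20 µM single dose, 1% DMSO | Incubation: Cells overnight before dosing, compound overnight, 37 °C, 5% CO2 | Evaluation: GFP/RFP fluorescence ratio | Control set: DMSO-only wells and HT1080 RFP-L50D-GFP cell wells as references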
bovine MsrA act: activators of bovine methionine sulfoxide reductase A. purified bovine MsrA, absorbance read-out. activation, % at 10.6 µM. hit rate 0.3% among 360,000. AID 602163; in the data active = activation above about 7.5%;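 also: 0% = vehicle and 100% = reference activator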
PABP1 MLLE inh: blocks PAM2 peptide binding to the PABP1 MLLE domain; hit rate 0.36% among 360,000; inhibition, % at 20 µM; GST-MLLE / FITC-PAM2 fluorescence polarization; AID 588489; P11940; in the data active = inhibition above about 35%, passing the limit was not always enough;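 also: plate controls were DMSO wells with GST-MLLE for no effect and wells lacking GST-MLLE protein for full effect; some results filed as inactive read as strong as hits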
Target sequence (P11940 whole entry, looked up, the tested form may be a part): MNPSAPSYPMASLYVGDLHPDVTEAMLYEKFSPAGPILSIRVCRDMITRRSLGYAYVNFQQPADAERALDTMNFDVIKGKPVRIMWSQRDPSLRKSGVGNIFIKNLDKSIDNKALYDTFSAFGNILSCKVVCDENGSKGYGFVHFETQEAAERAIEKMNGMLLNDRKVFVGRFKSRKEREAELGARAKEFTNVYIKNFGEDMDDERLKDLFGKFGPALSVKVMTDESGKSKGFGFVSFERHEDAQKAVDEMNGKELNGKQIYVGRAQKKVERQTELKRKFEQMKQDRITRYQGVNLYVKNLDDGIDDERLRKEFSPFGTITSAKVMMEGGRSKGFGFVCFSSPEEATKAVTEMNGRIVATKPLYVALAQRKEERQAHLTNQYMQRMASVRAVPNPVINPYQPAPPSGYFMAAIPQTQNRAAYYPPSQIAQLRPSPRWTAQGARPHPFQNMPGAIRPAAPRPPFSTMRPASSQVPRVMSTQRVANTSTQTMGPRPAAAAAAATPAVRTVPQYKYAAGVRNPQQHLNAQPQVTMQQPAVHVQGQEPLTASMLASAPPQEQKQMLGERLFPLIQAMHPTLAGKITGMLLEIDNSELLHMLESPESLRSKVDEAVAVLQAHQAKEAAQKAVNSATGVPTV
* hit, by the source's call; i = inactive; . = not tested or not shown.

nr	mol	MsrA inh	CSN inh	FAS-TE inh	Rpn11 inh	E coli Lon inh	Rin1-Abl PPI inh	MT1-MMP act inh	bovine MsrA act	PABP1 MLLE inh
1	Cc1ccc(NC(=S)N(CCN(C)C)Cc2cc3cc(C)ccc3[nH]c2=O)cc1	-0.6	9	1	i	0	1	-1	-4	-1
2	CN(CC(=O)Nc1ccccc1Cl)C(=O)c1ccc(N2C(=O)CCC2=O)cc1	-0.8	4	-6	i	-5	4	-1	-4	1
3	Cc1ccc(C)c(N2CCN(C(=O)Nc3ccc4c(c3)N(C)C(=O)CS4)CC2)c1	-0.1	-1	20	i	4	0	-3	-2	0
4	CC(NC(=O)C(CC(=O)OC(C)(C)C)NC(=O)OC(C)(C)C)C(N)=O (stereo not given)	-0.1	4	-6	i	0	0	0	-3	8
5	CCOc1ccc(-c2cc(CCCC(=O)NCCC(C)C)no2)cc1	-0.7	-1	2	i	-8	-4	-2	1	1
6	COc1ccc(CCN(C)C(=O)Cc2ccc(-c3ccccc3)cc2)cc1OC	-0.5	4	9	i	0	0	-2	-6	6
7	Nn1cnc2sc3c(c2c1=O)CCC3	-1.5	2	-8	i	-1	0	1	-3	-11
8	COc1ccc(CCC(=O)NCCOc2ccccc2Cl)cc1	-0.9	0	-1	i	-2	2	3	-2	9
9	O=C(NC1CCCCC1)C(c1ccncc1)N(CC1CCCO1)C(=O)C(F)(F)F (stereo not given)	0.0	-4	-6	i	-3	0	0	-2	22
10	O=C(CCC(=O)Nc1ccccc1)NNS(=O)(=O)c1ccccc1[N+](=O)[O-]	0.5	-4	-5	i	1	3	-4	-6	16
11	CCc1nnc(NC(=O)C2Cc3ccccc3CN2S(=O)(=O)c2ccc(C)cc2)s1 (stereo not given)	0.4	2	4	i	4	2	-5	-2	-2
12	Cc1cc(C)c(S(=O)(=O)N2CCOC2CNC(=O)C(=O)NCCCN2CCCC2=O)c(C)c1 (stereo not given)	-0.2	5	-44	i	-6	0	0	-2	10
13	COc1ccc(S(=O)(=O)N2CCC(C(=O)NCc3ccco3)CC2)cc1C	-0.4	8	-5	i	3	-2	4	0	-14
14	COc1ccc(OC)c(-c2cc(C(=O)N3CCc4ccccc4C3)no2)c1	0.4	1	25	i	7	-1	-4	-11	4
15	COc1ccccc1/C=C/CN1CCOCC1	.	-3	-4	i	-5	0	10	-2	4

Shown with one line to a screen: entries from further up.
6	COc1ccc(CCN(C)C(=O)Cc2ccc(-c3ccccc3)cc2)cc1OC
7	Nn1cnc2sc3c(c2c1=O)CCC3
13	COc1ccc(S(=O)(=O)N2CCC(C(=O)NCc3ccco3)CC2)cc1C
8	COc1ccc(CCC(=O)NCCOc2ccccc2Cl)cc1
screen / no.,6,7,13,8
MsrA inh,-0.5,-1.5,-0.4,-0.9
CSN inh,4,2,8,0
FAS-TE inh,9,-8,-5,-1
Rpn11 inh,i,i,i,i
E coli Lon inh,0,-1,3,-2
Rin1-Abl PPI inh,0,0,-2,2
MT1-MMP act inh,-2,1,4,3
bovine MsrA act,-6,-3,0,-2
PABP1 MLLE inh,6,-11,-14,9

Continued:
nr	mol	MsrA inh	CSN inh	FAS-TE inh	Rpn11 inh	E coli Lon inh	Rin1-Abl PPI inh	MT1-MMP act inh	bovine MsrA act	PABP1 MLLE inh
16	CC(C)CC1=NN(C(=O)c2cccnc2)C(O)(C(F)(F)F)C1 (stereo not given)	2.5	-8	-9	i	-6	-1	2	-4	-1
17	COc1cc(/C=N/n2c(C3CCCCC3)n[nH]c2=S)cc(Br)c1O	3.4	5	-1	i	11	2	-4	-1	12
18	CCOc1nc(-c2ccccc2Cl)nc2ccccc12	1.1	-2	18	i	6	-3	-2	-7	-1
19	CCCCCc1nc(N)c(C#N)c(-c2ccco2)c1CCCC	-0.4	22	6	i	-9	2	-10	-7	-11
20	CC(O)(c1cccc(F)c1)c1nc(-c2ccc(S(C)(=O)=O)cc2)cs1 (stereo not given)	-1.5	3	8	i	-6	-5	-7	-4	3
21	O=C(CSc1ccccc1C(=O)O)NCc1ccccc1	-0.3	-3	-5	i	1	1	1	8.1*	7
22	Cc1[nH]n(-c2ccccc2)c(=O)c1/C=N/N1C(=O)c2ccc3c4c(ccc(c24)C1=O)CC3	4.1	4	24	i	-3	-7	0	-2	16
23	CN(C(=O)CNc1ccccc1Cl)C1CCS(=O)(=O)C1 (stereo not given)	-0.9	-5	-4	i	-13	2	0	-2	-8
24	CC[C@]1(C(=O)OC)[C@H]2C(=O)N(C)C(=O)[C@H]2[C@H]2CN=C(SCc3ccc(C#N)cc3)N21	-0.3	1	-9	i	-3	4	7	-9	8
25	Cc1cc(C)nc(N2CCC(C(=O)N3CCN(c4cc(Cl)ccc4C)CC3)CC2)n1	0.7	-4	24	i	-6	-4	-3	-4	6
26	O=C(c1cnc2c(c1)COc1ccc(Cl)cc1-2)c1ccccc1O	0.1	4	8	i	-4	-1	4	-12	7
27	CCOC(=O)C(Cc1cc(N)c(Oc2ccc(OC)cc2)c(N)c1)NC(C)=O (stereo not given)	0.5	-2	-6	i	1	1	-2	-1	15
28	C[C@@H]1CN([C@@H](C)CO)C(=O)Cc2cc(NC(=O)Nc3ccc(F)cc3)ccc2O[C@@H]1CN(C)Cc1ccc(Cl)c(Cl)c1	0.5	4	21	i	-2	-2	-1	2	13
29	O=C(c1cccc(NS(=O)(=O)c2ccc(F)c(F)c2)c1)N1CCCCC1	-0.8	-2	-4	i	-4	1	-1	0	0
30	Cc1cc(C(=O)Nc2ccc(F)c(Cl)c2)on1	-1.0	-3	-2	i	0	-2	8	-8	2
31	CN1CCCC(OC(=O)/C(C#N)=C/c2ccccc2)C1 (stereo not given)	-0.2	-5	-1	i	-3	-2	2	-7	-3
32	COc1cc2ccc(=O)oc2c(O)c1OCC=C(C)C	0.3	-1	-6	i	-8	0	0	-13	26
33	COc1ccc(CN2C(=O)[C@@H]3C(c4ccc(F)cc4)=NO[C@@H]3C2=O)cc1	-1.0	-7	14	i	-6	1	16	-4	7
34	Cc1ccccc1Nc1nc(N)nc(COC(=O)C(NC(=O)c2ccco2)C(C)C)n1 (stereo not given)	0.2	1	-2	i	-8	3	-5	1	-19
35	CN=C1c2ccccc2CN1c1cccc(C(=O)OC)c1	-0.3	-5	0	i	-7	2	-10	-5	0
36	CC(OCC(O)CN1CCCCC1CCO)c1ccc(Cl)cc1 (stereo not given)	1.3	1	-3	i	-3	3	-1	-2	15
37	COc1ccc(C(=O)Cc2cc(OC)c(OC)cc2C(=O)c2ccccc2F)cc1OC	0.9	4	7	i	3	-1	-3	-10	18
38	CC(=O)c1ccc(NC(=O)c2cnsn2)cc1	1.1	-2	-1	i	-2	2	-3	-3	-2
39	O=c1[nH]cnc2c1c(-c1ccccc1)cn2-c1ccc(F)cc1	1.3	3	3	i	-6	1	4	-14	3
40	CCc1cc2cccc(C)c2nc1SCC(=O)N1CCN(C(=O)c2ccco2)CC1	0.0	16	10	i	-7	-22	1	-6	0
41	COc1ccc(N=CC2=C(O)CCCC2=O)cc1	3.4	0	-6	i	-1	-6	5	-3	6
42	CCC1(CC)C(=O)NC(=S)N=C1N	1.1	2	-9	i	-4	0	-3	-2	14
43	Cc1nn(CC(=O)OCC(=O)c2ccc(OC(F)F)cc2)c(C)c1[N+](=O)[O-]	0.7	-2	4	i	0	1	-1	0	8
44	CC(C)(C)C(C(=O)n1cccc1C#N)c1ccccc1 (stereo not given)	-0.2	-7	11	i	-17	3	1	-2	-1
45	Cc1cccc(C)c1OC(=O)CSc1nnc(-c2ccccc2)o1	0.1	-1	8	i	-1	-2	0	0	2
46	Cc1ccc(Cn2nc3c(cc2=O)CCc2ccccc2-3)cc1	-0.7	-1	25	i	-9	0	-3	-1	15
47	O=C(Nc1cccnc1)c1cc(-c2ccc3c(c2)OCO3)on1	1.2	0	-10	i	-8	1	5	-5	2
48	O=C(N/N=C/c1ccc([N+](=O)[O-])cc1)c1[nH]ncc1Br	4.9*	-11	-54	i	-7	2	3	-11	1
49	OC1(c2ccc3c(c2)OCO3)CCN(Cc2ccccn2)CC1	-0.5	6	-7	i	-3	1	1	-2	3
50	CC1CN=C(c2cccn2Cc2ccc(F)cc2Cl)O1 (stereo not given)	-1.3	-3	10	i	-6	-4	-3	0	11
51	CCOC(=O)c1sc(=S)n(-c2ccc(C)cc2)c1SC	1.4	6	5	i	-9	0	7	-4	26
52	O=C(NCC1CCCO1)c1ccccc1S(=O)(=O)c1ccc([N+](=O)[O-])cc1 (stereo not given)	1.7	1	20	i	-6	1	1	-4	-1
53	CCCOc1ccc(C(=O)NCCc2ccccc2)cc1	-0.6	-1	2	i	0	-1	3	-7	-1
54	Cc1ccc(NC(=O)CNCc2cccs2)cc1Br	-0.5	4	12	i	5	3	3	-5	2
55	Nn1c(SCC(=O)Nc2cccc(Br)c2)nnc1C1CC1	0.5	3	-2	i	-6	2	9	-2	-6
56	CCCCN(C(=O)c1ccccc1Br)C1CCS(=O)(=O)C1 (stereo not given)	-1.0	-1	-5	i	-6	-1	0	-2	4
57	Fc1cccc(CCN2C(=S)NC[C@@H]2CC2CCCCC2)c1	0.3	0	1	i	12	5	0	-8	-111
58	COc1cccc(NC(=O)C2(C)CCN2Cc2ccccc2OC(F)F)c1 (stereo not given)	1.8	0	19	i	0	-2	-6	-1	0
59	COc1cc([N+](=O)[O-])ccc1NC(=O)C[n+]1cccc(C)c1	1.1	-1	-6	i	1	1	2	-1	-3
60	COc1ccc(NC(C)=O)cc1NC(C)C(=O)Nc1ccc(S(=O)(=O)N2CCCCC2)cc1 (stereo not given)	-0.4	1	-2	i	-16	1	1	-1	-2
61	CC(CSc1nnnn1-c1ccccc1)Cn1c(N2CCCC2)nc2c1c(=O)[nH]c(=O)n2C (stereo not given)	-0.4	5	-3	i	-2	0	-9	-2	-11
62	COc1cc(OC)c(OC)cc1CNCCNC(=O)c1ccco1	-1.1	-1	-2	i	1	2	2	-1	-3
63	Cc1ccc(NC(=O)C2OCCc3ccccc32)cc1C (stereo not given)	0.8	0	7	i	-4	-2	0	-1	-8
64	CCOC(=O)C(Cc1ccc(NC(=O)/C(=C\c2ccccc2)NC(=O)c2ccccc2)cc1)N1C(=O)c2ccccc2C1=O (stereo not given)	1.4	0	14	i	5	0	2	-2	10
65	Cc1cc(C)c(C#N)c(SCc2ccccc2)n1	0.9	2	22	i	-8	4	-1	-11	5
66	CN(C)C(CNC(=O)C1CCCN1C(=O)c1cccs1)c1ccccc1 (stereo not given)	-0.5	2	-8	i	-1	-1	-1	-3	6
67	CCSc1ccccc1C(=O)NCc1ccco1	0.7	2	-10	i	-3	-5	-1	0	31
68	O=C(NCCS(=O)(=O)N1CCN(c2ccccc2)CC1)c1cccc(F)c1	-0.4	4	-3	i	9	1	0	-9	9
69	COc1cc(C2Nc3cccc4cccc(c34)N2)ccc1O	3.9	-2	11	i	-4	0	6	-8	-10
70	Cc1ccc(S(=O)(=O)NCC(=O)OCC(=O)c2ccc(S(=O)(=O)N3CCCCC3)cc2)cc1C	0.0	-1	7	i	-1	4	8	1	13
71	CN(C(=O)COC(=O)CNC(=O)CNC(=O)c1ccc(Cl)cc1Cl)c1ccccc1	0.3	-2	-8	i	6	2	0	-8	0
72	CCCC(=O)Nc1ccc2c(c1)nc(CN1CCCCC1)n2C	-0.1	0	-6	i	-5	4	3	1	10

Screening data as filed in PubChem BioAssay.
